# Screening results deposited in PubChem by Broad Institute.
# IDH1 R132H inh – inhibitors of IDH1 R132H reductase, primary screen, biochemical, plate reader, single point. Isocitrate dehydrogenase [NADP] cytoplasmic (Homo sapiens), O75874. 0.18% of 70,000 active. inhibition, % at 10 µM. diaphorase/resazurin fluorescence, 60 min; in the data active means inhibition above about 34%;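 further: 0% = DMSO and 100% = no enzyme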
# Target sequence (O75874 whole entry R132H): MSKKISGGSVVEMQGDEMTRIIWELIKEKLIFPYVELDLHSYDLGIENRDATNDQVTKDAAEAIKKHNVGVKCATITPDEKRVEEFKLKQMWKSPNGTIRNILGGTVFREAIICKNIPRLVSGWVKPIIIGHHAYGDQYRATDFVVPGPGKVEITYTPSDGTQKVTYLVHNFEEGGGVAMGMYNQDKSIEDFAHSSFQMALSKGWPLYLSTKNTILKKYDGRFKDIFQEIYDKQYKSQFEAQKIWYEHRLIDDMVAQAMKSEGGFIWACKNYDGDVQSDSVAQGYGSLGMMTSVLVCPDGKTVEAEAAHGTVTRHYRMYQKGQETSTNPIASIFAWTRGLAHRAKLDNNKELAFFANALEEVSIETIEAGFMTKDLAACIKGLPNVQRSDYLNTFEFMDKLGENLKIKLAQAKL
# PRC2 inh – EZH2/PRC2 methyltransferase inhibitors, primary screen, biochemical, DELFIA time-resolved fluorescence, single point; Histone-lysine N-methyltransferase EZH2 (Homo sapiens), Q15910; PRC2 H3K27 methylation, DELFIA TRF, 1 h; inhibition, % at 12.5 µM; 0.35% of 57,000 active; AID 651548, 2012;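 active means mean inhibition of replicates at least 50% and every single replicate also reaching 50%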;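 further: dimethyl H3K27 on biotinylated H3 21-44 peptide detected by antibody; plate controls were median neutral control wells for no effect and median positive control wells for full effect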
# Starred values were filed as active, the others as inactive; / = not tested or not shown. An excerpt; rates above refer to the full screens.
# Second line of a record: IDH1 R132H inh	PRC2 inh
> Cc1noc(C)c1S(=O)(=O)N(C)C[C@H]1OCCCC[C@H](C)Oc2ccc(NC(=O)Nc3ccccc3)cc2C(=O)N([C@@H](C)CO)C[C@@H]1C
    1.4	/
> COc1cccc(S(=O)(=O)N(C)C[C@H]2OCc3cn(nn3)CCCC(=O)N([C@@H](C)CO)C[C@H]2C)c1
    /	9
> CO[C@@H]1CN(C)C(=O)c2ccc(NS(C)(=O)=O)cc2OC[C@@H](C)N(C(=O)C2CC2)C[C@@H]1C
    0.1	3
> COc1ccccc1C(=O)Nc1ccc2c(c1)OC[C@H](C)N(C)C[C@H](C)[C@@H](OC)CN(C)C2=O
    -0.4	2
> CO[C@H]1CN(C)C(=O)c2cc(NS(=O)(=O)c3ccc(-c4ccccc4)cc3)ccc2OC[C@@H](C)NC[C@@H]1C
    0.1	-12
> O=C(C[C@H]1C[C@H]2c3cc(NC(=O)Nc4ccccc4F)ccc3O[C@H]2[C@H](CO)O1)NC1CCCC1
    -0.2	18
> C[C@H](CO)N1C[C@H](C)[C@@H](CN(C)Cc2cncnc2)Oc2ncc(C#CC3CCCCC3)cc2C1=O
    /	-8
> Cc1ccc(S(=O)(=O)N(C)C[C@H]2Oc3ccc(NC(=O)CCC(F)(F)F)cc3C(=O)N([C@@H](C)CO)C[C@H]2C)cc1
    -1.2	-14
> CCN(CC)c1ccc(/C=N/NC(=O)c2ccccc2O)c(O)c1
    -0.1	-10
> Clc1nc(NC2CCCCC2)c2cc(Br)ccc2n1
    /	32
> CCn1c(SCC(=O)Nc2cc(Cl)c(Cl)cc2Cl)nnc1-c1cc(Br)ccc1O
    -0.5	24
> C[C@H]1CN([C@@H](C)CO)C(=O)Cc2cc(NC(=O)Nc3ccc(C(F)(F)F)cc3)ccc2O[C@H]1CN(C)Cc1ccc(C(=O)O)cc1
    4.4	/
> CCC(=O)Nc1ccc2c(c1)OC[C@@H](C)N(C(=O)CN(C)C)C[C@@H](C)[C@H](OC)CN(C)C2=O
    0.1	3
> CN(C)CC(=O)N[C@@H]1CC[C@H](CC(=O)NCc2ccccc2F)O[C@H]1CO
    -0.1	-7
> Cc1cc(Cl)c(S(=O)(=O)N2CCN(c3ccc(F)cc3)CC2)cc1OCC(N)=O
    0.1	12
> C[C@@H]1CN([C@@H](C)CO)C(=O)c2cc(C#Cc3ccncc3)cnc2O[C@H]1CN(C)CC1CCCC1
    1.8	/
> C[C@H](CO)N1C[C@H](C)[C@@H](CN(C)C(=O)Nc2ccc3c(c2)OCO3)Oc2ccc(NC(=O)Nc3ccc4c(c3)OCO4)cc2C1=O
    -2.1	/
> C[C@H]1CN([C@@H](C)CO)C(=O)c2cc(NC(=O)Nc3cccc4ccccc34)ccc2O[C@H]1CN(C)S(=O)(=O)c1cn(C)cn1
    -10	/
> C[C@H](O)C#Cc1ccc2c(c1)O[C@H](CN(C)C(=O)Cc1ccccn1)[C@H](C)CN([C@H](C)CO)S2(=O)=O
    /	-15
> C[C@H]1CN([C@@H](C)CO)C(=O)c2cc(NC(=O)Cc3ccccc3)ccc2O[C@@H]1CN(C)CC1CCCCC1
    1.3	5

# Entries shown so far that contain a CF3 group, in the order listed:
# Second line of a record: IDH1 R132H inh	PRC2 inh
> Cc1ccc(S(=O)(=O)N(C)C[C@H]2Oc3ccc(NC(=O)CCC(F)(F)F)cc3C(=O)N([C@@H](C)CO)C[C@H]2C)cc1
    -1.2	-14
> C[C@H]1CN([C@@H](C)CO)C(=O)Cc2cc(NC(=O)Nc3ccc(C(F)(F)F)cc3)ccc2O[C@H]1CN(C)Cc1ccc(C(=O)O)cc1
    4.4	/

# Full records as entered above. Values in the order: IDH1 R132H inh	PRC2 inh
# Profile of C[C@H](CO)N1C[C@H](C)[C@@H](CN(C)C(=O)Nc2ccc3c(c2)OCO3)Oc2ccc(NC(=O)Nc3ccc4c(c3)OCO4)cc2C1=O : -2.1	/
# Profile of Cc1cc(Cl)c(S(=O)(=O)N2CCN(c3ccc(F)cc3)CC2)cc1OCC(N)=O : 0.1	12

# (listing goes on)
# Second line of a record: IDH1 R132H inh	PRC2 inh
> O=C(NCc1ccco1)c1ccc2c(c1)C(=O)N(Cc1cccnc1)C2=O
    0.3	-10
> Cn1c(=O)c2c(nc(NCCO)n2CCc2ccccc2)n(C)c1=O
    0.8	/
> COCC#Cc1ccc2c(c1)O[C@H](CN(C)Cc1cccnc1)[C@H](C)CN([C@@H](C)CO)S2(=O)=O
    -3.2	/
> O=C(C[C@H]1C=C[C@H](NC(=O)C2CCOCC2)[C@@H](CO)O1)NCC1CCCCC1
    0.3	4
> CO[C@@H]1CN(C)C(=O)c2cc(NC(C)=O)ccc2OC[C@H](C)N(C(=O)CC2CC2)C[C@@H]1C
    -0.2	5
> C[C@@H]1CN([C@H](C)CO)C(=O)c2cccc(NC(=O)c3cnccn3)c2O[C@@H]1CN(C)CC1CCCCC1
    1.4	2
> CC(C)=CCC[C@H](C)C/C=N/NC(=O)CCCCCC(=O)NO
    /	-38
> FC(F)(F)c1cccc(-n2c(-c3ccncc3)n[nH]c2=S)c1
    3.2	3
> CCn1c(SCC(=O)Nc2ccc(Cl)c(Cl)c2)nnc1-c1ccc(Br)cc1
    0.1	13
> CO[C@H]1CN(C)C(=O)c2cc(NC(=O)C3CC3)ccc2OC[C@@H](C)N(C(=O)c2ccccn2)C[C@@H]1C
    -0.1	-4
> Cc1cccc(S(=O)(=O)N(C)C[C@@H]2OCc3ccccc3-c3ccccc3C(=O)N([C@@H](C)CO)C[C@H]2C)c1
    /	-24
> O=C(NCC[C@H]1CC[C@H](NC(=O)C2CCOCC2)[C@H](CO)O1)c1cc(Cl)cc(Cl)c1
    0.2	1
> COc1ccc(NC(=O)Nc2ccc3c(c2)[C@@H]2C[C@H](CC(=O)NC4CCCCC4)O[C@H](CO)[C@@H]2O3)cc1
    -0.9	-2
> CNC[C@@H]1Oc2ccc(NC(=O)Nc3cccc4ccccc34)cc2CC(=O)N([C@H](C)CO)C[C@@H]1C
    -1.6	6
> C[C@@H]1CN([C@H](C)CO)C(=O)c2ccccc2-c2ccccc2CO[C@H]1CN(C)C(=O)[C@H]1CCCN1C
    0.1	2
> [N-]=[N+]=NC[C@@H](Cc1ccccc1)NC(=O)Nc1ccccc1
    /	-2
> CC(C)[C@@H]1CC[C@@]2(C)CCC[C@@](C)(O)[C@@H]2[C@H]1OC(=O)/C=C/c1ccccc1
    0.1	/
> Cc1nnc(SCC(=O)Nc2ccc([N+](=O)[O-])cc2)s1
    0.0	5
> O=C(C[C@H]1C[C@@H]2c3cc(NC(=O)Nc4ccccc4)ccc3O[C@@H]2[C@H](CO)O1)NCc1cccnc1
    -0.4	-11
> COC1=CC(=O)CC(C)C12Oc1cc(OC)cc(OC)c1C2=O (centres undefined)
    -0.2	11

# Sorted by length of the SMILES (low to high): some entries from above
# Second line of a record: IDH1 R132H inh	PRC2 inh
> [N-]=[N+]=NC[C@@H](Cc1ccccc1)NC(=O)Nc1ccccc1
    /	-2
> CNC[C@@H]1Oc2ccc(NC(=O)Nc3cccc4ccccc34)cc2CC(=O)N([C@H](C)CO)C[C@@H]1C
    -1.6	6
> Cc1cccc(S(=O)(=O)N(C)C[C@@H]2OCc3ccccc3-c3ccccc3C(=O)N([C@@H](C)CO)C[C@H]2C)c1
    /	-24

# Next structures follow:
compound | IDH1 R132H inh | PRC2 inh
CC(C)NC(=O)N[C@H]1C=C[C@@H](CC(=O)NCCN2CCCC2)O[C@H]1CO | -0.1 | 6
Cc1ccnc(NS(=O)(=O)c2ccc(NC(=O)C34CCC5CC(CC(C5)C3)C4)cc2)n1 | 2.0 | 9
O=c1sc(N2CCN(C3CCCCC3)CC2)nc2ccsc12 | 1.5 | 5
Cc1ccc(S(=O)(=O)Nc2ccc3c(c2)C(=O)N([C@H](C)CO)C[C@@H](C)[C@@H](CN(C)S(C)(=O)=O)O3)cc1 | -3.8 | /
CC(=O)N(C)C[C@@H]1Oc2cc(C#CCC(C)C)ccc2S(=O)(=O)N([C@H](C)CO)C[C@@H]1C | 0.0 | -28
C[C@H]1CN([C@@H](C)CO)S(=O)(=O)c2ccc(C#CC3CC3)cc2O[C@H]1CN(C)C(=O)C1CC1 | / | -15
COc1ccc(NC(=O)N(C)C[C@@H]2Oc3ccc(NS(=O)(=O)c4cccs4)cc3C(=O)N([C@@H](C)CO)C[C@@H]2C)cc1 | 0.5 | /
Cn1c(Cc2cccs2)nnc1SCC(=O)N1CCCc2ccccc21 | 0.0 | -8
COc1ccc(CN2C(=O)C(O)(CC(=O)c3ccco3)c3ccccc32)cc1OC (centres undefined) | 0.2 | -7
COCC(=O)N1C[C@@H](C)[C@H](OC)CN(C)C(=O)c2cc(NC(=O)c3cc(C)on3)ccc2OC[C@H]1C | 0.0 | 0
CC(C)(C)c1ccc(SCC(O)CSc2nc3c(cc2C#N)CCCC3)cc1 (centres undefined) | -0.4 | 22
COc1ccc(S(=O)(=O)Nc2ccc3c(c2)CC(=O)N([C@H](C)CO)C[C@H](C)[C@H](CN(C)Cc2ccc(C(F)(F)F)cc2)O3)cc1 | 2.2 | /
O=C(CSc1nnc(-c2cccc(Br)c2)n1-c1ccccc1)Nc1ccc(Cl)cc1 | 0.4 | 10
CO[C@@H]1CN(C)C(=O)c2ccc(NS(C)(=O)=O)cc2OC[C@@H](C)N(C(=O)CC2CC2)C[C@H]1C | 0.1 | -4
C[C@H]1CN([C@@H](C)CO)C(=O)Cc2cc(NS(=O)(=O)c3cccs3)ccc2O[C@@H]1CN(C)Cc1ccccc1 | -0.7 | -6
C[C@@H]1CCCCO[C@@H](CN(C)Cc2ccc(C(=O)O)cc2)[C@H](C)CN([C@H](C)CO)C(=O)c2cc(NC(=O)Cc3ccccc3)ccc2O1 | -1.2 | /
Cc1noc(C)c1NC(=O)N(C)C[C@H]1OCCCC[C@@H](C)Oc2ccc(NC(=O)Nc3cccc4ccccc34)cc2C(=O)N([C@H](C)CO)C[C@@H]1C | -6.8 | /
CCn1c(=O)c(C(=O)NCCO)c(O)c2ccccc21 | 0.3 | /
CS(=O)(=O)Nc1ccc2c(c1)[C@@H]1C[C@@H](CC(=O)NC3CCCC3)O[C@@H](CO)[C@@H]1O2 | -0.1 | 6
C[C@@H]1CN([C@H](C)CO)C(=O)c2cccc(NC(=O)c3cnccn3)c2O[C@@H]1CN(C)Cc1ccc(-c2ccccc2)cc1 | / | -1
C[C@H](CO)N1C[C@H](C)[C@H](CN(C)S(C)(=O)=O)Oc2ccc(NS(=O)(=O)c3ccccc3)cc2CC1=O | 4.0 | /
NC(=O)CSc1nnc(SCc2cccc3ccccc23)s1 | -0.5 | 5
CCC(=O)N(C)C[C@@H]1Oc2cc(C#CC3CC3)ccc2S(=O)(=O)N([C@H](C)CO)C[C@@H]1C | / | -1
C[C@@H]1CN([C@@H](C)CO)C(=O)c2cccc(NC(=O)Nc3ccc(C(F)(F)F)cc3)c2O[C@H]1CN(C)Cc1ccncc1 | -0.1 | /
C[C@H](CO)N1C[C@H](C)[C@H](CN(C)C(=O)c2ccccc2F)Oc2ncc(-c3cncnc3)cc2C1=O | 1.7 | /
C[C@H]1CCCCO[C@@H](CN(C)C(=O)C2CCCCC2)[C@@H](C)CN([C@@H](C)CO)C(=O)c2cc(NC(=O)Cc3ccccc3)ccc2O1 | -0.2 | /
CC1(C)C(=O)[C@@H]2O[C@@H]2[C@@]2(C)C1CC(=O)[C@]1(C)C2CC[C@@]2(C)[C@H](c3ccoc3)OC(=O)[C@H]3O[C@]321 (some centres undefined) | 0.2 | /
C[C@H](CO)N1C[C@H](C)[C@H](CN(C)Cc2ccc(C(F)(F)F)cc2)OCCCC[C@H](C)Oc2ccc(NC(=O)c3ccccc3)cc2C1=O | 2.3 | /
COC(CC(c1c(O)cc2cc(C)oc(=O)c2c1O)c1c(O)cc2cc(C)oc(=O)c2c1O)C(=O)O (centres undefined) | -0.9 | /
O=C(CC1CC1)Nc1ccc2c(c1)[C@H]1C[C@H](CC(=O)N3CCOCC3)O[C@H](CO)[C@H]1O2 | 0.1 | -1
Cc1noc(C)c1NC(=O)N(C)C[C@H]1OCCCC[C@@H](C)Oc2ccc(NS(=O)(=O)c3cn(C)cn3)cc2C(=O)N([C@H](C)CO)C[C@@H]1C | 2.6 | /
CCCOc1ccc(Oc2nc(NCC)nc(OC)n2)nn1 | 1.1 | /
Cc1ccc(OC(=O)N(C)C[C@@H]2OCc3cn(nn3)CCCC(=O)N([C@@H](C)CO)C[C@H]2C)cc1 | 2.2 | 0
CC(=O)Nc1ccc(OC(=O)CSc2nc3ccccc3s2)cc1 | 0.0 | 11
C[C@@H]1CN([C@H](C)CO)C(=O)c2cccc(NC(=O)c3ccc(-c4nccs4)cc3)c2O[C@H]1CN(C)Cc1ccncc1 | -8.3 | /
C[C@H](CO)N1C[C@H](C)[C@H](CN(C)C(=O)Nc2ccccc2)Oc2ccc(NC(=O)Cc3ccccc3)cc2CC1=O | / | -5
CO[C@H]1CN(C)C(=O)c2cc(NC(=O)c3ccccc3F)ccc2OC[C@H](C)NC[C@@H]1C | -0.4 | 6
CCCNC(=O)N(C)C[C@H]1Oc2cc(-c3ccc(C)cc3)ccc2S(=O)(=O)N([C@@H](C)CO)C[C@H]1C | / | 11
C[C@@H]1CN([C@@H](C)CO)C(=O)Cc2cc(NS(=O)(=O)c3cn(C)cn3)ccc2O[C@H]1CN(C)Cc1ccc(C(=O)O)cc1 | 0.1 | /
C[C@@H]1CN([C@H](C)CO)C(=O)c2cc(C#Cc3ccccn3)cnc2O[C@H]1CN(C)C(=O)c1ccccn1 | -0.1 | 8
CC(=O)N(C)C[C@@H]1Oc2ncc(-c3ccc(C)cc3)cc2C(=O)N([C@@H](C)CO)C[C@@H]1C | -2.3 | 9
CCn1c(SCC(=O)Nc2ccc(F)c(Cl)c2)nnc1-c1ccc(C(C)(C)C)cc1 | 1.6 | -13
